Bioassay records as filed in PubChem.
KCNQ1 pot: potentiators or activators of human KCNQ1 potassium channel. P51787. CHO-K1 KCNQ1, thallium flux FluxOR fluorescence; hits give high values. B-score at 10 µM. actives 0.35% (n = 310,000). AID 2648;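 active = fluorescence ratio B-score, a plate-corrected score, at least three library SD, with initial intensity B-score within 5 SD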
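Test system: CHO-K1 cells stably expressing KCNQ1 / Medium: assay buffer / Also added: depolarizing K+/Tl+ stimulus, K2SO4 and Tl2SO4 each 12.5 mM in 5x stock / Incubation: 90 min dye loading and 20 min compound exposure, both at room temperature / Signal: thallium influx via FluxOR fluorescence, kinetic imaging / Evaluation: B score of baseline-normalized fluorescence ratio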
Dyrk1A ADPGlo: Dyrk1A (rat) kinase inhibition | AID 504441 | inhibition, % at 12.5 µM | ADP-Glo luminescence, NFATc1 peptide | actives 0.43% (n = 310,000) | Q63470; in the data active = inhibition above about 50%;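 also: plate controls were vehicle with enzyme for no effect and no enzyme for full effect; many of its hits are not listed in these tables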
GSK3A inh: inhibitors of human GSK-3 alpha kinase; actives 0.1% (n = 320,000); inhibition, % at 10 µM; P49840; ADP-Glo luminescence, 60 min;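 in the data active = inhibition above about 50%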;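 also: GST-tagged GSK-3 alpha with peptide substrate and 25 µM ATP; 0% = DMSO neutral wells and 100% = GW8510 positive control wells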
Target sequence (P49840 whole entry, looked up): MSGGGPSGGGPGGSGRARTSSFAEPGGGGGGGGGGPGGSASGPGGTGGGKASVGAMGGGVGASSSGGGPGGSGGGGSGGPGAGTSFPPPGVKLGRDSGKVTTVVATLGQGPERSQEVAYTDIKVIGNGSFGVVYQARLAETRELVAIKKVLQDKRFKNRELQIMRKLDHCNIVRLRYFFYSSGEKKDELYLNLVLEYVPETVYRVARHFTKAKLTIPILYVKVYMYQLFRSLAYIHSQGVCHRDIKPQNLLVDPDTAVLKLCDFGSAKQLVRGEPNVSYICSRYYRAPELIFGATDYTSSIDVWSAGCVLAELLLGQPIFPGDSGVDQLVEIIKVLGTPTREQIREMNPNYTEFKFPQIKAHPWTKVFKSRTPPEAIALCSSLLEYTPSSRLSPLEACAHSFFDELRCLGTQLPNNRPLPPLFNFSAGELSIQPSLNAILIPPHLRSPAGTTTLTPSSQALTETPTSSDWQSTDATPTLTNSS
GSK3beta inhib: inhibitors of human GSK3beta kinase; GST-GSK3beta kinase, ADP-Glo luminescence, 60 min; hits give low values; activity score (negative = inhibition), % at 10 µM; AID 2097; actives 0.038% (n = 300,000);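 active = more than half of replicate wells score below -50%, meaning over 50% inhibition versus plate controls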;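 also: 0% = median DMSO wells and -100% = median GW8510 positive control wells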
Target sequence (P49841 whole entry, looked up): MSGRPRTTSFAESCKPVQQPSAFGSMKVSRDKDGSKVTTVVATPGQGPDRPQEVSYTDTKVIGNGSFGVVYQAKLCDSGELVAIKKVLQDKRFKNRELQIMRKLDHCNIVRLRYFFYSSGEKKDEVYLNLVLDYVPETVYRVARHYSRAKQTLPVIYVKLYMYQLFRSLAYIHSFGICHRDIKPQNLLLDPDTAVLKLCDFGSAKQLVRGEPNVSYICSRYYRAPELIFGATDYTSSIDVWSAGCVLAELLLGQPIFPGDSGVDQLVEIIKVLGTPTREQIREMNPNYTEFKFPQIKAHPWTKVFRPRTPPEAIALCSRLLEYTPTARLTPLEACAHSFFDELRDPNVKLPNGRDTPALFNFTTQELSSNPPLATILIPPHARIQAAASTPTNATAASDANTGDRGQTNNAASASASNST
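Assay system: GST-tagged human GSK3beta kinase, cell-free; Input: 1.6 ng GSK3beta; Medium: Tris/MgCl2 kinase buffer; Timing: 60 min enzyme reaction, room temperature; Signal: ADP-Glo luminescence quantifying ADP generated by kinase; Evaluation: score relative to plate controls; Benchmarks: DMSO neutral wells and GW8510 at 20 µM as positive.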
KCNK9 block: human KCNK9 channel inhibition; B-score at 10 µM; actives 1.2% (n = 310,000); AID 488922; HEK293 KCNK9, FluxOR thallium flux fluorescence; hits give low values; Q9NPC2;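 active = ratio B-score over 3 SD below the library mean, with starting fluorescence within 5 SD of its mean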;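 also: negative B-score means less thallium flux so channel inhibition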
KCNQ1 block: inhibitors of human KCNQ1 potassium channel | P51787 | CHO-K1 KCNQ1, FluxOR thallium flux fluorescence; hits give high values | B-score at 10 µM | actives 1.3% (n = 310,000);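 active = compounds whose thallium flux B-score, printed positive for inhibition, exceeds three library SD while starting fluorescence stays within three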;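 also: channel opened by potassium depolarization with thallium stimulus after 20 min compound exposure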
RGS4 inh: inhibitors of human RGS4. AID 463165. actives 0.45% (n = 310,000). B-score at 10 µM. P49798. HEK293 M3R/RGS4 inducible, Fluo-4 calcium flux; hits give high values; triggered by carbachol at its EC20;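 active = B-score, a plate-corrected calcium signal, over three deviations above library mean, with baseline fluorescence within five deviations of library mean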;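 also: RGS4 expression induced by doxycycline in cells with stable M3 receptor; B-score is computed from the integrated fluorescence ratio over baseline after carbachol; higher B-score means a larger calcium signal and so more RGS4 inhibition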
Target sequence (P49798 whole entry, looked up): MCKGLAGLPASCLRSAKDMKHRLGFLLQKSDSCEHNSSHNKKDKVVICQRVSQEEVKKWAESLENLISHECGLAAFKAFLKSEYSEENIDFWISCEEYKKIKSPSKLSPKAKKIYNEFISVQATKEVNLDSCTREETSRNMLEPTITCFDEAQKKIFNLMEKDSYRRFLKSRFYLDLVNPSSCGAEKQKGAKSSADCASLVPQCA
RGS4 pot: potentiators or activators of RGS4 | HEK293 M3R/inducible RGS4, carbachol calcium flux Fluo4; hits give low values | B-score at 10 µM | actives 0.92% (n = 310,000);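 active = B-score of the integrated calcium signal more than 4 SD below the library mean, with starting fluorescence not abnormally high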;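 also: negative B-score means reduced calcium response which marks RGS4 activation or potentiation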
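System: HEK293 FlpIn-TREx cells, stable M3R, doxycycline-inducible RGS4. Timing: overnight RGS4 induction, 30 min dye load 37 °C, 20 min compound RT. Also added: carbachol, ECmax concentration. Measured by: Fluo4 fluorescence kinetic imaging of calcium. Evaluation: integrated calcium ratio converted to B score.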
hERG rescue: hERG (human) protection from proarrhythmic block. Q12809. CHO-hERG, FluxOR thallium flux, dofetilide IC70 present. activation (rescue from dofetilide block), less the hit threshold, % at 10 µM. actives 0.51% (n = 310,000);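 active = activation above the mean of controls blocked by dofetilide plus 5 SD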;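 also: thallium influx through hERG after potassium depolarization seen as dye fluorescence rise; in these data hits start at about 4.7%; inactives centre near -7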
PolyA inhibitor: blocks polyadenylation in yeast reporter cells; S. cerevisiae SKY197-pL101 polyadenylation reporter, beta-gal luminescence; efflux-impaired pdr1/pdr3 knockout yeast; score 100 = 6 SD above DMSO; calls only at 12 µM; actives 0.02% (n = 300,000);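 active = lowest replicate activity score at least 50, where 100 means six control SD above control mean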;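 also: yeast exposed to compound for 9 h at 30 °C; higher score means more reporter readthrough which indicates perturbed polyadenylation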
KCNK3 inh: human KCNK3 channel inhibition, primary screen; O14649; CHO-KCNK3 thallium flux, FluxOR fluorescence; hits give low values; B-score at 10 µM; actives 0.84% (n = 340,000);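 active = B-score under library mean minus 4 SD, starting fluorescence ratio at most library mean plus 5 SD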;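 also: more negative B-score means stronger inhibition of thallium flux through KCNK3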
* = called active by the depositor; i = inactive; x = no result given. This is a subset; count on the stated rates, not on these rows.

SMILES | KCNQ1 pot | Dyrk1A ADPGlo | GSK3A inh | GSK3beta inhib | KCNK9 block | KCNQ1 block | RGS4 inh | RGS4 pot | hERG rescue | PolyA inhibitor | KCNK3 inh
C/C(=N\NC(=O)C(O)(c1ccccc1)c1ccccc1)c1ccc(C)o1 | i | -3 | -1 | 0 | i | i | i | i | -11 | i | i
Cc1ccc(S(=O)(=O)N2CCN(C(=O)C3CCN(C(=O)c4ccccc4C)CC3)CC2)cc1C | i | 2 | 0 | 2 | i | i | i | i | -7 | i | i
O=C(c1ccc2c(c1)OCO2)N1CCN(c2ccc(Cl)cc2)CC1 | i | 5 | -4 | 2 | i | i | i | i | -10 | i | i
CC(=O)c1sc(NC(=O)c2ccc(Br)o2)nc1C | i | -10 | 3 | 2 | i | i | i | i | -12 | i | i
Cc1ccc(C)c(C(C)NC(=O)c2ccccc2Br)c1 (stereo not given) | i | 3 | -2 | 2 | i | i | i | i | -4 | i | i
Cc1ccccc1NC(=S)N1CCN(c2ccccc2)CC1 | i | -9 | -2 | -1 | i | i | i | i | -2 | i | i
COc1ccccc1OCCC(=O)OCCN1C(=O)c2ccccc2C1=O | i | -8 | -1 | 2 | i | i | i | i | -3 | i | i
COc1cc(/C=N/Nc2cc(C)nc(N)n2)ccc1O | i | 8 | 0 | 2 | i | i | i | i | -11 | i | i
C=C(C)C(=O)Nc1cccc(C2=NOC3(C2)C[C@@H](C(N)=O)N(C(=O)C2(C)CC2)C3)c1 (stereo not given in full) | i | -28 | 1 | 3 | i | i | i | i | -9 | i | i
Cc1cc(Br)ccc1OCC(=O)NNC(=O)c1cnccn1 | i | 4 | 0 | 1 | i | i | i | i | -2 | i | i
COC(=O)c1ccc2nc(NC(=O)C3CCCCC3)sc2c1 | i | -1 | -2 | 0 | i | i | i | i | -5 | i | i
COc1cc(CNc2ccc3[nH]c(=O)[nH]c3c2)cc(Cl)c1OCC(=O)NC(C)(C)C | i | 3 | 1 | 1 | i | i | i | i | -11 | i | i
COc1cccc(NC(=O)CCCNC(=O)Cn2cnc3sc(C)c(C)c3c2=O)c1 | i | 1 | -2 | -3 | i | i | i | i | -3 | i | i
CCCCNC(=O)C1(O)c2ccccc2NC(=O)N1c1ccc(Cl)cc1 (stereo not given) | i | 3 | 1 | -1 | i | i | i | i | -11 | i | i
O=C(CSc1nc(-c2ccc(F)cc2)cs1)N1CCN(C(=O)c2ccco2)CC1 | i | 4 | -4 | 1 | i | i | i | i | -17 | i | i
CN1C/C(=C/c2ccsc2)C(=O)/C(=C/c2ccsc2)C1 | i | -9 | -2 | 2 | i | i | 6.8* | i | -8 | i | i
O=C(O)c1ccc(COc2ccc([N+](=O)[O-])cc2)o1 | i | -2 | -4 | 1 | i | i | i | i | -9 | i | i
CC(Sc1nnc(CNC(=O)c2ccccc2F)n1C)C(=O)Nc1nccs1 (stereo not given) | i | -1 | 4 | -4 | i | i | i | i | -7 | i | i
Cc1cc(Nc2ccc(F)cc2C)n2ncnc2n1 | i | 1 | -2 | 3 | i | i | i | i | -5 | i | i
O=c1cc(CO)oc(CN2CCCC2)c1O | i | -1 | 11 | -1 | i | i | i | i | -4 | i | i
CN(C)Cc1c(C(=O)Nc2ccccc2)[nH]c2ccccc12 | i | -2 | -3 | -2 | i | i | i | i | -14 | i | i
CCOc1ccc2c(c1)[N+](C)(C)C(C)(C)C=C2C | i | -5 | 2 | -1 | i | i | i | i | -4 | i | i
CCOCCCNC(=O)CN1C(=O)NC(Cc2c[nH]c3ccccc23)C1=O (stereo not given) | i | 3 | -1 | -5 | i | i | i | i | -11 | i | i
CCCN1CC(=O)N2C(c3ccccc3)c3[nH]c4ccccc4c3C[C@H]2C1=O (stereo not given in full) | i | 0 | -1 | -1 | i | i | i | i | -12 | i | i
CCCCCC(=O)Nc1ccc(S(=O)(=O)Nc2nccnc2OC)cc1 | i | -2 | 0 | 2 | i | i | i | i | -12 | i | i

Continuation.
SMILES | KCNQ1 pot | Dyrk1A ADPGlo | GSK3A inh | GSK3beta inhib | KCNK9 block | KCNQ1 block | RGS4 inh | RGS4 pot | hERG rescue | PolyA inhibitor | KCNK3 inh
COc1ccc(OC)c(NC(=O)C(CCSC)NS(=O)(=O)c2cccs2)c1 (stereo not given) | i | 3 | -1 | x | i | i | i | i | -10 | i | i
CN1CCC(=NNC(=O)C(=O)Nc2cccc(Br)c2)CC1 | i | -8 | -3 | 1 | i | i | i | i | 0 | i | i
Cc1ccc2nc(-c3ccccc3)cc(C(=O)N(C)CC(=O)Nc3ccccc3Br)c2c1 | i | 5 | 0 | 2 | i | i | i | -9.2* | -19 | i | -14*
CC1CN(Cc2ccccc2)c2ccccc2NC1=S (stereo not given) | i | 2 | -1 | 1 | i | i | i | i | -9 | i | i
COc1ccc(-c2nnc(SCC(=O)c3cc(C)n(Cc4cccs4)c3C)o2)cc1 | i | -6 | 0 | 0 | i | i | i | i | -4 | i | i
Cc1cc(NC(=O)c2cccc(S(=O)(=O)N3CCCCC3)c2)no1 | i | 3 | 0 | 0 | i | i | i | i | -4 | i | i
Cc1ccc(S(=O)(=O)N2C(=O)C(c3ccccc3)SC2=Nc2ccccc2)cc1 (stereo not given) | i | -3 | -3 | 3 | i | i | i | i | -8 | i | i
COc1ccc2oc(C(=O)OCC(=O)N3CCC(C)CC3)c(C)c2c1 | i | 10 | -1 | 4 | i | i | i | i | -10 | i | i
CCN(/C=N/S(=O)(=O)c1ccc(Cl)cc1)CC | i | -5 | 0 | -3 | i | i | i | i | -6 | i | i
CCN1CCn2c3c(c4cc(C)ccc42)CCCC31 (stereo not given) | i | 22 | 0 | -1 | i | i | i | i | -4 | i | i
CCCCNC(=O)CSc1nnc(-c2ccc(S(=O)(=O)N3CCCC3)cc2)n1C | i | -4 | 3 | -3 | i | i | i | i | -3 | i | i
CN(c1ccccc1C(=O)NCc1ccco1)S(C)(=O)=O | i | 2 | -1 | -25 | i | i | i | i | -9 | i | i
CCOCCCNC(=O)c1ccc2c(c1)N(CC)C(=O)c1ccccc1S2=O (stereo not given) | i | 0 | -1 | 0 | i | i | i | i | -7 | i | i
CCCCNC(=O)N1CCCC(C(=O)c2cc(C)c(OC)c(C)c2)C1 (stereo not given) | i | 10 | -4 | 2 | i | i | i | i | -3 | i | i
c1csc(-c2nn3c(Cn4nnc5ccccc54)nnc3s2)c1 | i | 5 | 2 | 0 | i | i | i | i | -11 | i | i
COc1ccc(CNC(=O)C(C)N(Cc2ccccc2OC)C(=O)c2snc(C(N)=O)c2N)cc1 (stereo not given) | i | -2 | -2 | 0 | i | i | i | i | -10 | i | i
O=c1c(=Nc2ccccc2O)c(=O)c2ccccc12 | i | 1 | 0 | -2 | i | i | i | i | -8 | i | i
O=C(O)C(Cc1ccc(Cl)cc1)NS(=O)(=O)c1ccc(Cl)cc1 (stereo not given) | i | 5 | -6 | 3 | i | i | i | i | -7 | i | i
CN=C(c1ccc(C)cc1)n1c(=S)nc(-c2ccc(C)cc2)n(C)c1=S | i | -1 | -1 | 0 | i | i | i | i | -6 | i | i
CCC(C)Sc1nc2c(c(=O)n1C)SC(C)C2 (stereo not given) | i | -3 | -3 | 1 | i | i | i | i | -10 | i | i
Cc1[nH]c(=O)[nH]c(=O)c1S(=O)(=O)N(C)Cc1ccccc1 | i | 0 | 1 | -3 | i | i | i | i | -3 | i | i
O=C(NCc1ccccn1)c1cc(-c2ccc(Br)cc2)nc2ccccc12 | i | -1 | -2 | 4 | i | i | i | i | -22 | i | i
CN(C(=O)CC1C(=O)NCCN1Cc1ccc(F)c(F)c1)C1CCOCC1 (stereo not given) | i | -3 | 0 | -1 | i | i | i | i | -6 | i | i
CC#CC[N+](C)(C)CCCCCCCCCC | i | -3 | 4 | -2 | i | i | i | i | -13 | i | i
CCNC(=S)N1CCCC(c2nc3ccc(C)cc3[nH]2)C1 (stereo not given) | i | 6 | 0 | -2 | i | i | i | i | -16 | i | i

Next results follow:
SMILES | KCNQ1 pot | Dyrk1A ADPGlo | GSK3A inh | GSK3beta inhib | KCNK9 block | KCNQ1 block | RGS4 inh | RGS4 pot | hERG rescue | PolyA inhibitor | KCNK3 inh
N/C(Cn1cncn1)=N\NC(=O)C(=O)Nc1cccc(C(F)(F)F)c1 | i | 9 | -2 | -4 | i | i | i | i | -11 | i | i
COc1ccc(-c2noc(CN(C)C(=O)c3ccc4c(c3)OCO4)n2)cc1OC | i | 1 | -2 | 4 | i | i | i | i | -4 | i | i
O=C(O)c1cccc(-n2cccc2/C=C2\SC(=O)N(Cc3ccccc3F)C2=O)c1 | i | 2 | -4 | 3 | i | i | i | i | -23 | i | i
COC(=O)c1c(NS(C)(=O)=O)sc2c1CCCC2 | i | -4 | 0 | -2 | i | i | i | i | -1 | i | i
S=C(NCc1ccc2c(c1)OCO2)NCc1ccco1 | i | 12 | 0 | 1 | i | i | i | i | -13 | i | i
CC(=O)Nc1cccc(NC(=O)CSc2nn3c(=O)c(C)nnc3s2)c1 | i | 5 | -1 | 2 | i | i | i | i | -4 | i | i
CC(C)C(=O)NS(=O)(=O)c1ccc(NS(C)(=O)=O)cc1 | i | -5 | -3 | 0 | i | i | i | i | -12 | i | i

Record cards, as listed above. Order of screens: KCNQ1 pot, Dyrk1A ADPGlo, GSK3A inh, GSK3beta inhib, KCNK9 block, KCNQ1 block, RGS4 inh, RGS4 pot, hERG rescue, PolyA inhibitor, KCNK3 inh
COc1ccc(-c2noc(CN(C)C(=O)c3ccc4c(c3)OCO4)n2)cc1OC is listed as i, 1, -2, 4, i, i, i, i, -4, i, i
S=C(NCc1ccc2c(c1)OCO2)NCc1ccco1 is listed as i, 12, 0, 1, i, i, i, i, -13, i, i
O=C(O)c1cccc(-n2cccc2/C=C2\SC(=O)N(Cc3ccccc3F)C2=O)c1 is listed as i, 2, -4, 3, i, i, i, i, -23, i, i
N/C(Cn1cncn1)=N\NC(=O)C(=O)Nc1cccc(C(F)(F)F)c1 is listed as i, 9, -2, -4, i, i, i, i, -11, i, i
CC(=O)Nc1cccc(NC(=O)CSc2nn3c(=O)c(C)nnc3s2)c1 is listed as i, 5, -1, 2, i, i, i, i, -4, i, i
